S-ASM inh = inhibitors of human secretory acid sphingomyelinase | P17405 | placental ASM, HMU-PC fluorogenic substrate, 60 min | Potency, µM (titrated, usually from 57.5 µM), without a hit: at the top dose activity change, negative = inhibition, hits mostly inhibitors | 340,000 tested, 0.006% active; also: potency is read from the fitted curve at half-maximal effect
Target sequence (P17405 47-631 limits assumed): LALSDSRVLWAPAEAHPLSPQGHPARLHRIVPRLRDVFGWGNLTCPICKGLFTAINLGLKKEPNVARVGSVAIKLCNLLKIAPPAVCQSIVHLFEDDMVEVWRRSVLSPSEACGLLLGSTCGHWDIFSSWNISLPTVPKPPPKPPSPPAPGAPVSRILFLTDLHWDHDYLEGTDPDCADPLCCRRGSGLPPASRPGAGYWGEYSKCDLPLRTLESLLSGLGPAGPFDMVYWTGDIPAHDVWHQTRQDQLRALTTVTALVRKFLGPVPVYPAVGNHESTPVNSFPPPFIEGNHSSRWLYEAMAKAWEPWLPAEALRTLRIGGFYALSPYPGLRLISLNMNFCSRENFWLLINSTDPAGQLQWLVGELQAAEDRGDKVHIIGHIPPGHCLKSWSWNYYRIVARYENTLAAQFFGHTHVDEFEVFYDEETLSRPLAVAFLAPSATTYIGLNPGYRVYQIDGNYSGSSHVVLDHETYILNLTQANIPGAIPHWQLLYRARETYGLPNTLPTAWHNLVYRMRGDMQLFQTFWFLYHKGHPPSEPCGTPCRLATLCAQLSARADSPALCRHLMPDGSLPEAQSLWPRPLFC
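HMU-PC0 cleavage (9 uM final) by human placental ASM, 60 min at 37 °C following 10 min compound exposure at RT; stopped at pH 10, fluorescence Ex 386/Em 447 nm.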
USP2a block = USP2a (human) protease inhibition | Potency, µM (top dose mostly 38.3 µM), without a hit: at the top dose activity change, negative = inhibition, most hits filed as inhibitors | USP2 core, Ub-CHOP2 coupled fluorogenic reporter, 485/531 | 330,000 tested, 0.01% active | AID 463254;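 also: potency is read from the fitted curve at half-maximal effect; plate controls were DMSO wells for no effect and full inhibition by NEM control for full effect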
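Deubiquitinase activity read as fluorescence (485/531 nm) after Ub-CHOP2 cleavage activates the enterokinase reporter on its substrate; USP2 core 10nM, Ub-CHOP2 and substrate 25nM each, 30min compound preincubation then 60min RT; data normalized to NEM, curves fitted.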
TSHR antag = blocks TSH signaling through the human TSH receptor | P16473 | TSHR-expressing cells, TSH-stimulated cAMP HTRF, 2 h; hits give low values | activity change, negative = inhibition, % at 11.5 µM | 330,000 tested, 0.2% active | AID 504810;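 active = activity change below a set negative limit, meaning inhibition stronger than a set level, cut at about -70% in these data; inconclusive = activity change between two set negative limits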; also: % is scaled to controls: 0 for no effect and ±100 for the full control effect
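TSHR-expressing cells, 200/well, pre-treated with compound, then stimulated with EC80 TSH (4nM final) for 2 hours at 37 deg C. cAMP measured by competitive HTRF: anti-cAMP cryptate antibody in lysis buffer plus cAMP-d2, read after 30 minutes at room temperature.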
Mito fusion act = mitochondrial division inhibition or fusion activation. 320,000 tested, 0.23% active. AID 485298. Potency, µM (doses to about 46.1 µM), for the others: top-dose growth rescue (activation), actives largely listed as activators. S. cerevisiae fusion-defective mutant growth rescue, CellTiterGlo 48 h;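 also: potency is read from the fitted curve at half-maximal effect; % of control where 0% means no effect; nearly all actives have a fitted effect of over 45% in size; temperature-sensitive fusion mutants such as fzo1-1 at 37 °C on non-fermentable ethanol glycerol medium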
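Compounds are tested for their ability to restore growth of mitochondrial fusion-defective yeast strains at non-permissive 37C in YPEG medium over 48 hours. Viability is quantified by luciferase luminescence.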
GALK inh = blocks human galactokinase activity; P51570; Purified GALK, Kinase-Glo residual ATP luminescence; Potency, µM (series often up to 57.5 µM), for the others: top-dose activity change, negative = inhibition, usual class: inhibitors; 270,000 tested, 0.007% active; AID 1868; also: potency is read from the fitted curve at half-maximal effect; % is scaled to controls: 0 for no effect and ±100 for the full control effect
Target sequence (P51570 whole entry, looked up): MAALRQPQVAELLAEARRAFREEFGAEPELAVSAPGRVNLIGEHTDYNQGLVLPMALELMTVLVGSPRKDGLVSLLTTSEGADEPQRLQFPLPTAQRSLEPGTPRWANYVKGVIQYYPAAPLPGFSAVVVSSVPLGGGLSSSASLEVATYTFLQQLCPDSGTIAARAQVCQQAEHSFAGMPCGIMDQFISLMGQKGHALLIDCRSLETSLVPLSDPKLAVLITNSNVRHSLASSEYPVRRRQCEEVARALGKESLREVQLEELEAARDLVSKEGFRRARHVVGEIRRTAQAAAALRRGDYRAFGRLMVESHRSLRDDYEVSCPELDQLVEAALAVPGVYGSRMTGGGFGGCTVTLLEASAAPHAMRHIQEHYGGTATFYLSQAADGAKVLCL
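Quantitative HTS: GALK 5 nM, ATP 35 uM, galactose 100 uM, 1 h room temperature, then luciferase-based ATP detection.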
Menin-MLL TR inh = menin-MLL binding inhibition, Texas Red mutant peptide; AID 1768; Menin + Texas Red MLL mutant peptide, fluorescence polarization; O00255; 270,000 tested, 0.23% active; Potency, µM (series often up to 61.6 µM), without a hit: at the top dose FP activity change, negative = inhibition, hits mostly inhibitors; active = well fitted inhibition curve with a large enough effect in the polarisation, with a control signal flat, not every such curve was filed as active; inconclusive = small, poorly fitted or top-dose-only effect, or effect the other way, or a change in a side signal; inactive = no such curve, though single readings can be large or run the other way; the % refers to the polarisation; also: potency is read from the fitted curve at half-maximal effect; % of control where 0% means no effect; many of its hits are not listed in these tables
MBNL1 CUG block = MBNL1-poly(CUG) RNA binding inhibition. AID 2675. Q9NR56. Potency, µM (top dose mostly 57.5 µM), inactives show top-dose activity change, negative = inhibition, hits mostly inhibitors. 280,000 tested, 0.036% active. TR-FRET MBNL1-His/biotin-(CUG)12 binding, 665/545 ratio; active = well fitted inhibition curve with a large enough effect in the signal ratio, with a control signal flat, not every such curve was filed as active; inconclusive = small, poorly fitted or top-dose-only effect, or effect the other way, or a change in a side signal; inactive = no such curve, though single readings can be large or run the other way; the % refers to the signal ratio; also: potency is read from the fitted curve at half-maximal effect; % is scaled to controls: 0 for no effect and ±100 for the full control effect
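Compound titration spanned 92 nM–58 uM against the MBNL1-His/biotin-(CUG)12 complex. After 60 min at room temperature with 5 nM streptavidin-XL665 and 0.055 ng/ul terbium anti-His, ratiometric 665/545 nm emission (Ex 340 nm) normalized to controls.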
hERG WT inh = blocks the wildtype human KCNH2 potassium channel; Q12809; U2OS, BacMam KCNH2, thallium flux FluxOr; hits give low values; activity change, % at 1.84 µM; 340,000 tested, 0.37% active;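 active = maximum activity change below -70%; inconclusive = maximum activity change between -70% and -50%; inactive = maximum activity change above -50%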; also: % is scaled to controls: 0 for no effect and ±100 for the full control effect
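U2OS cells were transduced with wild-type KCNH2 virus (2.03 x 10^8 / mL) for 4 h at room temperature, then cultured overnight at 37 C. Thallium flux was read with FluxOr dye. Rate constants were normalized to DMSO controls.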
Eya2 phos inh = blocks the phosphatase activity of human Eya2. O00167. recombinant Eya2, OMFP fluorescence dephosphorylation (OMFP is methylfluorescein phosphate). Potency, µM (highest dose often 76.9 µM), for the others: top-dose activity, negative = inhibition, actives largely listed as inhibitors. 330,000 tested, 0.006% active. AID 488837; also: potency is read from the fitted curve at half-maximal effect; % is scaled to controls: 0 for no effect and ±100 for the full control effect
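Eya2 (0.2 uM) preincubated 10 min at ambient with compound, then OMFP substrate added at 50 uM; 10 min reaction in 50 mM HEPES pH 7.5, 50 mM NaCl, 5 uM MgCl2, 0.05% BSA, 1 mM DTT. Fluorescence read at Ex 485/Em 525 nm.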
Chronic BCR inh = chronic active BCR signaling inhibition; ABC-DLBCL IkBa-CBG/CBR reporter, luminescence ratio, 4 h; Potency, µM (doses to about 46.1 µM), for inactives: top-dose ratio change, negative = lower green/red ratio, most hits filed as inhibitors; 340,000 tested, 0.05% active; AID 493014; active = well fitted inhibition curve with a large enough effect in the signal ratio, with a control signal flat, not every such curve was filed as active; inconclusive = small, poorly fitted or top-dose-only effect, or effect the other way, or a change in a side signal; the % refers to the signal ratio;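 also: potency is read from the fitted curve at half-maximal effect; plate controls were basal doxycycline-induced cells for no effect and cells given 10 µM MG132 for full effect; MG132 reads +100%, hits lower the ratio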
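TMD8 human ABC-DLBCL cells with doxycycline-inducible IκBα–green luciferase fusion and unfused red luciferase, in 0.5% FBS medium; compounds up to 46 uM, 4 h at 37C. Green/red luminescence ratio, filter-overlap corrected, fitted to concentration-response curves.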
PKM2 activator = PKM2 (human) enzyme activation. P14618. purified PKM2, Kinase-Glo ATP luminescence, activation; response scale: 0% is enzyme alone, no compound. Potency, µM (highest dose often 57.5 µM), for inactives: at the top dose activation, most hits filed as activators. 260,000 tested, 0.34% active. AID 1631; also: potency is read from the fitted curve at half-maximal effect; % is scaled to controls: 0 for no effect and ±100 for the full control effect; nearly all actives have a fitted effect of over 55% in size
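ATP formation by purified human PK-M2, quantified via coupled luciferase luminescence after 1 h at room temperature with 0.1 mM ADP and 0.5 mM PEP final.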
* = called active by the depositor; ? = inconclusive; · = not tested or not shown; [ ] = another dose, or the depositor's remark. Unless noted, calls follow the shape of the dose curve; as a rule, active = well fitted curve in the direction sought with a large enough effect; inconclusive = small, poorly fitted or top-dose-only effect, or another doubt; inactive = no such curve, though single readings can be large; an effect the other way counts as inactive or inconclusive.

entry	Compound	S-ASM inh	USP2a block	TSHR antag	Mito fusion act	GALK inh	Menin-MLL TR inh	MBNL1 CUG block	hERG WT inh	Eya2 phos inh	Chronic BCR inh	PKM2 activator
1	Cc1ccc(C2CN(c3ccccc3)CC2C(=O)c2ccc(F)cc2)cc1 (configuration not stated)	-2%	-1%	-2	2%	-2%	-25%	3%	-3	9%	14%	8%
2	FC(F)(F)c1cc(-c2ccco2)nc(NCc2ccc(Cl)cc2)n1	-1%	1%	-27	12%	-1%	0%	3%	3	-10%	23%	14%
3	COc1ccc(OC)c(NC(=S)NCCSc2ccc(C)cc2)c1	-3%	2%	-7	27%	-1%	5%	3%	0	-2%	-4%	-1%
4	COc1ccc(-c2cc(C(F)F)n3ncc(C(=O)N4CCN(C(=O)c5ccco5)CC4)c3n2)cc1	450%[activator]	1%	-8	-4%	-2%	10%	?	-1	-10%	?	-9%
5	COc1cc([N+](=O)[O-])ccc1NC(=O)COC(=O)C1=NN(c2ccccc2)C(=O)CC1	0%	2%	·	·	·	·	·	2	4%	0%	·
6	Cc1ccc(CNC(=O)c2ccc(COc3ccccc3)cc2)cc1	-2%	-1%	-2	0%	2%	-16%	-5%	-3	-10%	?	-6%
7	COc1ccccc1NC(=O)CN1CCN(C2c3ccccc3-c3ccccc32)CC1	-5%	-2%	-15	17%	5%	-22%	-1%	11	-7%	11%	1%
8	COc1cccc(Cl)c1NC(=O)N1CCN(c2ccnc3cc(Cl)ccc23)CC1	0%	1%	-8	21%	·	·	3%	12	10%	?	13%
9	CCOc1ccc(CCNC(=O)C2CCCN(S(=O)(=O)N3CC(C)CC(C)C3)C2)cc1OCC (configuration not stated)	-2%	2%	-6	-1%	-7%	-3%	-4%	-7	1%	5%	·
10	NC(=O)[C@@H]1CCCN1Cc1nc(Cc2ccccc2Cl)no1	3%	-1%	0	-1%	0%	10%	8%	4	-15%	-1%	-5%
11	COc1ccc(C(=O)N(C)Cc2ccccc2)cc1Br	·	-6%	-10	8%	1%	-15%	-12%	·	-2%	-7%	0%
12	Cc1cccc(C)c1OCc1cc(C(=O)N2CCC[C@H]2C(N)=O)no1	-2%	5%	0	2%	1%	·	-3%	-18	2%	9%	·
13	O=C(OCc1ccc([N+](=O)[O-])cc1)C1CC(=O)N(Cc2ccccc2Cl)C1 (configuration not stated)	0%	0%	24	6%	-9%	·	?	6	1%	3%	3%
14	CCN1C(=O)/C(=C\N(C)C)S/C1=N\S(=O)(=O)c1ccc(C)cc1	1%	-1%	-9	0%	1%	-4%	3%	-1	1%	0%	3%
15	O=C(Cn1c(=O)oc2ccccc21)Nc1ccc(F)c(F)c1	3%	3%	-3	-2%	1%	26%	1%	-5	5%	?	·
16	Cc1nc2nc(SCc3nc4ccccc4[nH]3)[nH]c2cc1Br	0%	-6%	17	4%	1%	·	-5%	-8	8%	-3%	4%
17	CCC(C)Sc1nc2c(c(=O)[nH]c(=O)n2C)n1Cc1ccc(Cl)cc1 (configuration not stated)	-18%	4%	2	11%	1%	?	11%	1	-2%	-19%	-3%
18	CN(C)c1nc(Cl)nc(NCCOc2ccccc2)n1	2%	1%	8	-5%	·	-4%	-23%	-10	-2%	?	-1%
19	CC(=O)c1ccc(OCCCC(=O)NCC(c2ccco2)N(C)C)cc1 (configuration not stated)	7%	0%	2	-7%	3%	-13%	-6%	7	-12%	0%	-2%
20	COC(=O)c1c(N2C(=O)[C@H]3[C@@H](C2=O)[C@]2(C(=O)Nc4ccccc42)N2CCC[C@@H]32)sc(C)c1C	·	-1%	2	?	-2%	7%	5%	·	-7%	-1%	-3%
21	Nc1c(C(=O)NCc2ccco2)nnn1-c1ccccc1	2%	3%	5	3%	0%	·	-3%	-16	4%	?	1%
22	Cc1cc(N2CCN(Cc3cn(C)nc3-c3cccc(Cl)c3)CC2)cc(C)n1	7%	1%	6	-3%	5%	-22%	3%	9	7%	?	-5%
23	Cc1cc(NC(=O)CCC(=O)N(CC(=O)NCC2CCCO2)c2cccc(C)c2C)no1 (configuration not stated)	3%	3%	-7	2%	-2%	2%	-5%	-14	-5%	-1%	1%
24	CCOc1ccccc1NC(=S)NC1CCCCC1	5%	-4%	-2	4%	3%	16%	3%	-2	0%	6%	-2%
25	CCOc1ccccc1NC(=O)COc1ccc2c(c1)OCO2	-2%	-1%	0	31%	-3%	-29%	-6%	-27	7%	?	·

Among those listed so far, 2 have two or more sulfur atoms:
entry	Compound	S-ASM inh	USP2a block	TSHR antag	Mito fusion act	GALK inh	Menin-MLL TR inh	MBNL1 CUG block	hERG WT inh	Eya2 phos inh	Chronic BCR inh	PKM2 activator
3	COc1ccc(OC)c(NC(=S)NCCSc2ccc(C)cc2)c1	-3%	2%	-7	27%	-1%	5%	3%	0	-2%	-4%	-1%
14	CCN1C(=O)/C(=C\N(C)C)S/C1=N\S(=O)(=O)c1ccc(C)cc1	1%	-1%	-9	0%	1%	-4%	3%	-1	1%	0%	3%

Next part
entry	Compound	S-ASM inh	USP2a block	TSHR antag	Mito fusion act	GALK inh	Menin-MLL TR inh	MBNL1 CUG block	hERG WT inh	Eya2 phos inh	Chronic BCR inh	PKM2 activator
26	Cc1ccc(NCCC(=O)c2cccc([N+](=O)[O-])c2)c(C)c1	-7%	1%	1	0%	0%	-1%	31%[activator]	-5	-19%	8%	0%
27	CC(C)(C)CC(=O)OCC(=O)Nc1cc(C(C)(C)C)nn1-c1ccccc1	-3%	1%	-9	5%	-1%	·	0%	4	-10%	?	-3%
28	COCCNC(=O)CSc1nnc(-c2ccccc2)c(-c2ccccc2)n1	2%	-2%	-12	3%	0%	-16%	?	5	-3%	7%	-4%
29	COC(=O)c1ccccc1NC(=O)N[C@@H](C)C(=O)OC	1%	3%	9	-5%	-1%	·	3%	-5	-8%	?	-14%
30	O=C(Cc1ccsc1)NNC(=O)c1ccc(F)cc1	-5%	-1%	6	-6%	·	·	·	-1	3%	?	·
31	COc1ccc([N+](=O)[O-])cc1NCC(=O)Nc1cc(S(=O)(=O)N2CCCCC2)ccc1C	-6%	1%	-19	-4%	·	·	·	11	0%	3%	·
32	CCCc1c(C(=O)OCC)[nH]c2c1C(=O)CCC2	-1%	3%	17	2%	1%	0%	-2%	-12	-38%	-3%	-4%
33	S=C(NCC1CCCO1)N1CCN(Cc2ccccc2)CC1 (configuration not stated)	5%	2%	-2	5%	0%	-6%	?	6	4%	14%	3%
34	O=C(NC1CSCC1OC(=O)c1ccccc1)c1ccccc1 (configuration not stated)	5%	3%	2	-2%	1%	·	-2%	-5	-29%	?	-1%
35	CCc1ccc(N2C(=O)CN(Cc3ccc(OC)c(OC)c3)C2=S)cc1	-3%	1%	-2	27%	-2%	2%	-1%	-3	-4%	-11%	-2%

Compound profiles (already shown). Values in the order: S-ASM inh | USP2a block | TSHR antag | Mito fusion act | GALK inh | Menin-MLL TR inh | MBNL1 CUG block | hERG WT inh | Eya2 phos inh | Chronic BCR inh | PKM2 activator
`COc1ccc([N+](=O)[O-])cc1NCC(=O)Nc1cc(S(=O)(=O)N2CCCCC2)ccc1C` reads -6% | 1% | -19 | -4% | · | · | · | 11 | 0% | 3% | ·
`CC(C)(C)CC(=O)OCC(=O)Nc1cc(C(C)(C)C)nn1-c1ccccc1` reads -3% | 1% | -9 | 5% | -1% | · | 0% | 4 | -10% | ? | -3%

Source: PubChem (National Center for Advancing Translational Sciences (NCATS))

Some of the compounds tested; rates above refer to the full screens.
